Screening results from PubChem BioAssay.
PG9 binder – PG9 antibody binding by small molecule; TR-FRET gp120-PG9 antibody binding; inhibition, % at 6.7 µM; 360,000 tested, 0.43% active; AID 624416; in the data active = inhibition above about 8.5%
mABHD4 FP – inhibits mouse alpha/beta hydrolase domain 4; inhibition, % at 8.92 µM; purified mABHD4, FP-Rh probe fluorescence polarization; 370,000 tested, 0.54% active; Q8VD66; AID 720543;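 active = inhibition exceeding the mean over every tested compound plus 3 SD, cut at about 30% in these data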;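 note: 0% = plate median of compound wells and 100% = S159A mutant with DMSO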
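system = mouse ABHD4 enzyme, wild type | medium = HEPES pH 7.0, NaCl, Pluronic buffer | also added = FP-Rh probe | incubation = Enzyme–compound pre-incubation 45 min, then probe 60 min, both 25 °C | technique = fluorescence polarization, excitation 525 nm, emission 598 nm, BODIPY TMR filters | controls = S159A mutant high control, sample median low control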
ASAP1 inh – blocks human ASAP1-stimulated Arf1 GTP hydrolysis. inhibition, % at 16.5 µM. AID 624377. 360,000 tested, 0.19% active. GDP FP detection; in the data active = inhibition above about 25%;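 note: 0% = vehicle with enzyme and substrate and 100% = no enzyme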
Target sequence (Q9ULH1 325-724 limits assumed): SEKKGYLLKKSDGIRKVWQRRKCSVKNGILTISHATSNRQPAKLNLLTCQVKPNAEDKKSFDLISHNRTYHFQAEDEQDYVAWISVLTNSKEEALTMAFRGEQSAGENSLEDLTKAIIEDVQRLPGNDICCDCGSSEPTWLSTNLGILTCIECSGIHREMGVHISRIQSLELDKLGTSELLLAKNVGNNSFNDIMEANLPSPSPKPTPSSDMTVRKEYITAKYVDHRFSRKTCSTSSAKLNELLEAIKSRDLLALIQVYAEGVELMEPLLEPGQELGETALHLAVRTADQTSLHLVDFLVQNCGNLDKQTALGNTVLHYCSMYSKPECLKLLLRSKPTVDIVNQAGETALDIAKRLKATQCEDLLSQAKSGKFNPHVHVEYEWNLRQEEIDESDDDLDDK
HTRA1 inhibitor – HTRA1 (human) protease inhibition; Q92743; recombinant HTRA1, FP-rhodamine activity-based probe, fluorescence polarization; inhibition, % at 5.96 µM; 340,000 tested, 0.5% active; AID 504803; in the data active = inhibition above about 36%;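 note: 0% = enzyme with DMSO and 100% = wells lacking enzyme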
Target sequence (Q92743 whole entry, looked up): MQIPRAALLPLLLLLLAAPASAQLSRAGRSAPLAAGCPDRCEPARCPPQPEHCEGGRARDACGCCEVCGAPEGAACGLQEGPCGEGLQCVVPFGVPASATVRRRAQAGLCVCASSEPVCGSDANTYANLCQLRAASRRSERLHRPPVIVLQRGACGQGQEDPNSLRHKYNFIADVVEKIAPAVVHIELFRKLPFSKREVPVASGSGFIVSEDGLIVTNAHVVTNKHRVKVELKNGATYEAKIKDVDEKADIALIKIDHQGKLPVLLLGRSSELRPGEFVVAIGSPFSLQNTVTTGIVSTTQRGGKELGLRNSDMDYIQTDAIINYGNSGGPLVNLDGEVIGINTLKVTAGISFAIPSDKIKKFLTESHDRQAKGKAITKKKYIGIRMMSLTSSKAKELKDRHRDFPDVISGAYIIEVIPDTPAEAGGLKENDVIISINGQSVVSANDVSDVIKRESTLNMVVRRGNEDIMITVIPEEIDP
NPR1 activator – GC-A (human) enzyme activation; HEK293 GC-A cells, cGMP TR-FRET, EC30 ANP; 0% at EC30 ANP, 100% saturating ANP; activation, % at 10 µM; 370,000 tested, 0.14% active; AID 1671463; in the data active = activation above about 40%
ARFGAP1 inhibitor – rat ARFGAP1 inhibition. Q62848. Arfgap1-stimulated ARF1 GTP hydrolysis, GDP FP detection. inhibition, % at 16.5 µM. 360,000 tested, 0.26% active;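 active = inhibition above a per-plate limit, mean inhibition of low control wells plus 3 SD, cut at about 25% in these data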;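 note: 0% = DMSO wells with enzyme and 100% = wells lacking Arfgap1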
Target sequence (Q62848 1-136 limits assumed): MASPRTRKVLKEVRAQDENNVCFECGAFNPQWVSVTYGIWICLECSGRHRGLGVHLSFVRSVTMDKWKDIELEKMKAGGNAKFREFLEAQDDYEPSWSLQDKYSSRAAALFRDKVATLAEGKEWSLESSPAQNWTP
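Material – truncated rat Arfgap1 GAP domain · Buffer or medium – HEPES-based buffer, pH 7.5 · Reagent – human ARF1(Δ1-17)-GTP substrate · Dosing – 16.5 µM single point, 1.26% DMSO · Schedule – GTP hydrolysis reaction 2 h at 25 °C · Technique – GDP detection by fluorescence polarization · Benchmarks – No-Arfgap1 wells (100%) versus DMSO full-reaction wells (0%) · Repeats – single replicate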
SMARCA2 activ – SMARCA2 function activation, primary screen; 370,000 tested, 1% active; AID 652017; activation, % at 9.1 µM; MG213 cells, MMTV-luciferase reporter, dexamethasone, overnight; in the data active = activation above about 7.8%;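 note: 0% = vehicle wells and 100% = reference activator wells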
NPR2 activator – GC-B (human) receptor activation; AID 1920062; HEK293-GC-B cells, CNP EC30, cGMP TR-FRET; 0% at EC30 CNP, 100% saturating CNP; activation, % at 10 µM; 370,000 tested, 0.11% active;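 active = activation at 10 µM reaching about 35% in either raw or pattern-adjusted values, limit read from the data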
rCAG RNA binder – r(CAG) repeat RNA binding | inhibition, % at 3 µM | TO-PRO-1 dye displacement fluorescence | 370,000 tested, 1.3% active | AID 651821;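 active = inhibition above the plate cutoff, the mean of all test compounds on that plate plus 3 SD, cut at about 35% in these data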;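 note: 0% = DMSO alone and 100% = 100 µM mitoxantrone as full dye displacement; higher means more dye released from RNA so lower well fluorescence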
Rev-erbA mod – Rev-erb alpha (human) modulation; Rev-erbα–FITC-DNA binding, fluorescence polarization, 90 min; activity, % at 10 µM; 370,000 tested, 0.79% active; P20393;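 active = activity above about 14%, limit read from the data; passing the limit was not always enough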;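 note: 0% = DMSO wells with 35 nM protein and 100% = DMSO wells with 750 nM protein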
* hit, by the source's call; / = no result given.

no.	SMILES	PG9 binder	mABHD4 FP	ASAP1 inh	HTRA1 inhibitor	NPR1 activator
1	O=C(CN1C(=O)c2cccc([N+](=O)[O-])c2C1=O)OCC(=O)N1CCCCC1	-1.1	-2	-5	2	3
2	COC(=O)c1[nH]c2ccccc2c1CN1CCOCC1	-2.6	1	-3	3	-2
3	COc1ccc(-c2csc(NC(=O)C(CC(=O)O)N3CCOCC3)n2)cc1 (stereo unspecified)	0.1	5	16	9	-2
4	O=C(NCC#CCOCc1ccccc1)c1ccccc1	1.6	7	4	-7	1
5	CCc1ccc(NC(=O)c2cc(C(C)C)on2)cc1	-1.3	0	-7	-11	4
6	Nc1nnc(SCC(=O)NN2C(=O)NC3(CCCCC3)C2=O)s1	0.0	1	-3	7	1
7	CCSc1nc(N)c(C#N)c(-c2ccco2)c1C#N	0.6	4	-8	-35	13
8	COc1cc(OC)cc(-c2nc3nc(C)c(CCC(=O)NCC(OC)OC)c(C)n3n2)c1	-2.2	1	-11	4	2

no.	ARFGAP1 inhibitor	SMARCA2 activ	NPR2 activator	rCAG RNA binder	Rev-erbA mod
1	2	0	6	1	0
2	0	-1	-3	-2	3
3	6	-1	1	2	-6
4	9	0	8	2	3
5	1	2	2	-7	-4
6	8	-2	8	-1	-6
7	-1	2	4	8	2
8	-9	-2	-5	0	2

Next section:
no.	SMILES	PG9 binder	mABHD4 FP	ASAP1 inh	HTRA1 inhibitor	NPR1 activator
9	CCOC(=O)C1(CCCc2ccccc2)CCN(C2CCSCC2)CC1	-1.1	1	-8	-8	-1
10	C=CCNc1cnn(-c2ccc(C)cc2)c(=O)c1Cl	-3.1	3	9	12	-4
11	O=C(c1ccco1)N1CCN(C(=O)c2ccc(Cn3cc(Br)cn3)o2)CC1	-0.5	0	5	4	-5
12	COc1ccccc1NC(=O)COC(=O)c1ccc2c(=O)n3c(nc2c1)CCC3	-0.6	-2	-3	1	4
13	CC(C)(Oc1ccc(Cl)cc1)C(=O)OCc1nc2ccsc2c(=O)[nH]1	-1.0	9	-2	-1	-2
14	Cc1cccnc1CCNC(=O)CCc1nnc(-c2ccccc2)o1	-0.6	-6	-3	2	1
15	O=C(CNS(=O)(=O)c1ccc(Br)cc1)N1CCN(c2ccc(F)cc2)CC1	1.2	1	9	4	-6
16	CC(=O)Nc1ccc(Nc2nc3ccccc3n3cnnc23)cc1	-0.9	5	-9	9	0

no.	ARFGAP1 inhibitor	SMARCA2 activ	NPR2 activator	rCAG RNA binder	Rev-erbA mod
9	7	6	-4	-9	0
10	5	6	-5	-3	0
11	-4	0	2	9	0
12	-1	-7	-7	4	-20
13	19	-2	-1	3	-3
14	-9	1	-3	-1	6
15	28*	-2	-3	-5	4
16	-11	-1	-7	3	5

The list goes on:
no.	SMILES	PG9 binder	mABHD4 FP	ASAP1 inh	HTRA1 inhibitor	NPR1 activator
17	Cc1oc(-c2ccccc2F)nc1CS(=O)(=O)CC(=O)NCCCN1CCc2ccccc2C1	0.3	-3	7	2	-3
18	CCC(C)(NC(=O)c1ccc(=O)[nH]c1)C(=O)NC1CCCC1 (stereo unspecified)	-0.3	-1	-13	-2	2
19	CCOc1ccc(CN(C)C(=O)c2cc3ccccc3o2)cc1OC	-1.6	-3	1	-10	0
20	Cc1cc(C)cc(OCC(=O)OCC(=O)NCc2cccs2)c1	-0.9	7	0	3	-7
21	CCOC(=O)Cc1csc(NC(=O)CSc2nnc(-c3ccc(F)cc3)o2)n1	0.1	-1	-1	-12	-1
22	COc1ccccc1N1CC(C)(C)C(=O)N(C(=O)c2ccc(C)cc2)C1=S	-1.9	-3	-2	-7	-3
23	Cc1ccc2c(c1)c(C1=NC(=S)NC1=O)c(O)n2C	-6.6	7	-2	5	0
24	CC(=O)C1=C(C)Nc2ncnn2C1c1ccc(C)cc1 (stereo unspecified)	-1.3	-3	-13	8	3

no.	ARFGAP1 inhibitor	SMARCA2 activ	NPR2 activator	rCAG RNA binder	Rev-erbA mod
17	2	-1	-2	6	2
18	5	0	3	0	4
19	9	-1	-8	-4	9
20	6	-1	-4	-1	-2
21	-1	-2	6	0	-2
22	12	-1	6	-7	5
23	-9	-1	-4	3	-6
24	-5	-3	7	-1	7

Remaining list, next part:
no.	SMILES	PG9 binder	mABHD4 FP	ASAP1 inh	HTRA1 inhibitor	NPR1 activator
25	COc1cccc(N2CC(NS(=O)(=O)c3ccc(Cl)cc3)CC2=O)c1 (stereo unspecified)	-0.9	-7	11	0	-5
26	CCOc1ccc(OCC)c(NC(=O)C2CCN(S(=O)(=O)c3cccc4nonc34)CC2)c1	-2.0	7	-8	8	-2
27	CCc1nc(Nc2ccncc2)c2oc3ccccc3c2n1	-1.9	-2	4	-2	9
28	Fc1ccc(-c2ccnn2-c2ccccc2)cc1	-1.2	-5	0	4	5
29	COc1cccc(-c2cc(C(=O)NCC3CCCO3)c3ccccc3n2)c1 (stereo unspecified)	-0.8	-1	7	4	4
30	COCCN(C(=O)COC(=O)Cc1ccc(Cl)cc1)c1c(N)n(Cc2ccccc2)c(=O)[nH]c1=O	0.1	2	-6	3	2
31	O=C(CSc1nnc(-c2ccco2)o1)c1ccccc1Cl	-3.3	0	-8	-5	/
32	O=C(CCCCC(=O)NN=Cc1ccccc1O)NN=Cc1ccccc1O	-4.3	-1	-5	-7	-1

no.	ARFGAP1 inhibitor	SMARCA2 activ	NPR2 activator	rCAG RNA binder	Rev-erbA mod
25	-11	-2	-12	-1	-5
26	4	0	-6	2	0
27	0	7	2	10	-11
28	-7	-3	7	-3	1
29	-6	1	-7	0	2
30	-3	-1	3	0	1
31	-9	9.3*	/	2	/
32	1	-3	-1	3	-1

Continued:
no.	SMILES	PG9 binder	mABHD4 FP	ASAP1 inh	HTRA1 inhibitor	NPR1 activator
33	CC(COc1ccc(Cl)cc1)CN1CCC(C(O)(c2ccccc2)c2ccccc2)CC1 (stereo unspecified)	/	14	/	/	-8
34	Cc1cc(C)n(-c2ccc(C(=O)OCC(=O)Nc3ccc(Cl)c(S(=O)(=O)N(C)C)c3)cc2)n1	1.9	-8	6	-27	4
35	Cc1ccc(-c2cc(C(F)F)nc(S(C)(=O)=O)n2)cc1	-1.1	-1	-4	-16	74*
36	COc1ccc(N=Nc2ccc(O)c(P(=O)(c3ccccc3)c3ccccc3)c2)cc1	0.1	4	17	0	16
37	CCN1C(=O)CC(Sc2ccccc2N)C1=O (stereo unspecified)	0.3	7	-18	-4	3
38	CCC(CC)NCCOC(=O)c1ccc([N+](=O)[O-])cc1	-1.6	-2	2	-2	4
39	CCC(CC)C(=O)Nc1cccc(C(=O)Nc2nnc(C)s2)c1	1.7	7	6	-13	4
40	O=C1CN(C(=O)/C=C/c2ccccc2)CCN1	-1.5	0	-2	12	7

no.	ARFGAP1 inhibitor	SMARCA2 activ	NPR2 activator	rCAG RNA binder	Rev-erbA mod
33	/	-3	-5	2	3
34	20	-2	0	6	1
35	7	4	1	-2	-10
36	-12	-2	-4	1	0
37	7	-2	5	-1	0
38	6	5	3	1	-5
39	13	-4	1	-1	-1
40	-6	-3	1	0	-5

Later entries:
no.	SMILES	PG9 binder	mABHD4 FP	ASAP1 inh	HTRA1 inhibitor	NPR1 activator
41	CC(C)OCC1CC(CC(=O)Nc2ccc([N+](=O)[O-])cc2)C(=O)O1 (stereo unspecified)	0.0	2	-11	-2	-1
42	COc1ccc(OC)c(/C=C/C(=O)Nc2ccc(OC)nc2)c1	1.0	-2	1	-7	-10
43	COc1ccc(C(=O)Nc2cccc(-c3nc4ncccc4o3)c2C)cc1	2.1	-14	7	-1	-7
44	CC(C)[C@H]1COCCS(=O)(=O)N1Cc1ccccc1-c1ccc(C(C)(C)C)cc1	-1.3	-1	1	-15	3
45	CN1/C(=C\C(=O)C[n+]2cccc(Br)c2)C(C)(C)c2ccccc21	0.0	-9	0	10	5
46	CCN1CCN(S(=O)(=O)c2ccc(Cl)c(C(=O)NC3CCC(C)CC3)c2)CC1 (stereo unspecified)	-1.6	-3	3	0	1
47	COc1ccc(-c2nc(CS(=O)(=O)CC(=O)NCCCc3ccccc3)c(C)o2)cc1	0.2	4	-12	-6	-4
48	COc1ccc(OC)c(N(C)S(=O)(=O)c2cc3c(cc2C)NC(=O)CO3)c1	-1.9	-7	2	-2	-2

no.	ARFGAP1 inhibitor	SMARCA2 activ	NPR2 activator	rCAG RNA binder	Rev-erbA mod
41	9	0	1	-4	-3
42	-5	1	3	2	0
43	1	-3	-12	1	7
44	-7	2	1	2	2
45	12	-4	6	1	3
46	-15	-3	-1	-1	-6
47	-2	-3	-7	-4	-1
48	4	-3	8	9	1

Next part.
no.	SMILES	PG9 binder	mABHD4 FP	ASAP1 inh	HTRA1 inhibitor	NPR1 activator
49	CCn1c(SCC(=O)Nc2ccccc2-c2ccccc2)nnc1-c1ccc(C)cc1	/	2	/	/	-2
50	CCOC(=O)C1=NNC(C(=O)c2ccccc2)C1c1ccc(C)cc1 (stereo unspecified)	-1.8	3	5	-16	-12
51	O=C(Oc1ccc(Cl)cc1)N1CCOCC1	-1.2	2	9	-1	0
52	CCCS(=O)(=O)NC(=O)C1(C)CCN(C(=O)c2cccc(OC(F)(F)F)c2)C1 (stereo unspecified)	0.6	-4	-2	/	2

no.	ARFGAP1 inhibitor	SMARCA2 activ	NPR2 activator	rCAG RNA binder	Rev-erbA mod
49	/	-5	-6	5	-8
50	-8	3	-9	-1	0
51	-1	0	1	-1	6
52	6	-5	0	2	-3

Of the compounds above, 9 have a Cl atom:
no.	SMILES	PG9 binder	mABHD4 FP	ASAP1 inh	HTRA1 inhibitor	NPR1 activator
10	C=CCNc1cnn(-c2ccc(C)cc2)c(=O)c1Cl	-3.1	3	9	12	-4
13	CC(C)(Oc1ccc(Cl)cc1)C(=O)OCc1nc2ccsc2c(=O)[nH]1	-1.0	9	-2	-1	-2
25	COc1cccc(N2CC(NS(=O)(=O)c3ccc(Cl)cc3)CC2=O)c1 (stereo unspecified)	-0.9	-7	11	0	-5
30	COCCN(C(=O)COC(=O)Cc1ccc(Cl)cc1)c1c(N)n(Cc2ccccc2)c(=O)[nH]c1=O	0.1	2	-6	3	2
31	O=C(CSc1nnc(-c2ccco2)o1)c1ccccc1Cl	-3.3	0	-8	-5	/
33	CC(COc1ccc(Cl)cc1)CN1CCC(C(O)(c2ccccc2)c2ccccc2)CC1 (stereo unspecified)	/	14	/	/	-8
34	Cc1cc(C)n(-c2ccc(C(=O)OCC(=O)Nc3ccc(Cl)c(S(=O)(=O)N(C)C)c3)cc2)n1	1.9	-8	6	-27	4
46	CCN1CCN(S(=O)(=O)c2ccc(Cl)c(C(=O)NC3CCC(C)CC3)c2)CC1 (stereo unspecified)	-1.6	-3	3	0	1
51	O=C(Oc1ccc(Cl)cc1)N1CCOCC1	-1.2	2	9	-1	0

no.	ARFGAP1 inhibitor	SMARCA2 activ	NPR2 activator	rCAG RNA binder	Rev-erbA mod
10	5	6	-5	-3	0
13	19	-2	-1	3	-3
25	-11	-2	-12	-1	-5
30	-3	-1	3	0	1
31	-9	9.3*	/	2	/
33	/	-3	-5	2	3
34	20	-2	0	6	1
46	-15	-3	-1	-1	-6
51	-1	0	1	-1	6
